GSK3A inh – blockers of GSK3A enzyme activity – biochemical, luminescence, cell-free homogeneous, HTS, primary screen | Glycogen synthase kinase-3 alpha (Homo sapiens), P49840 | GSK-3 alpha kinase, ADP-Glo luminescence, 60 min | AID 2650, 2010 | 320,000 compounds, 0.1% hits | inhibition, % at 10 µM;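 in the data active = inhibition above about 50%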;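 also: GST-tagged GSK-3 alpha with peptide substrate and 25 µM ATP; 0% = DMSO neutral wells and 100% = GW8510 positive control wells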
Target sequence (P49840 whole entry, looked up): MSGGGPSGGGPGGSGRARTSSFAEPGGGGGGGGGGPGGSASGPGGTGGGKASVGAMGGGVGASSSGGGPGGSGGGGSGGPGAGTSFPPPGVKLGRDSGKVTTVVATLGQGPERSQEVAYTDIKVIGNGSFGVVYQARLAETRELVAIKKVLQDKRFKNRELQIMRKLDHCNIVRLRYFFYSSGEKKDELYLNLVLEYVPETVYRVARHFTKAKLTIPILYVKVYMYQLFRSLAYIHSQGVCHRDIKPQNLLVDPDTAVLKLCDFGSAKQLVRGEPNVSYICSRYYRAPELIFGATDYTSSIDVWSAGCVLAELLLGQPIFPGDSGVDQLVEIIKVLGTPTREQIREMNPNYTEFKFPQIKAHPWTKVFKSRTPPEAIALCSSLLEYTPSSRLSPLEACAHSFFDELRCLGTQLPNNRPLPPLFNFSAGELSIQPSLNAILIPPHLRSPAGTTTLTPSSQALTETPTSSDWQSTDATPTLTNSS
HSF1 inh – HSF1 inhibitors in luciferase reporter cells, primary screen, cell-based, NIH3T3, luminescence. NIH3T3-HGL HSE-luciferase, MG132-induced, luminescence 8 h; stronger effect = lower value. activity change, negative = inhibition, % at 7.5 µM (by protocol). 300,000 compounds, 0.77% hits;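 active = more than half of replicate wells show activity change below -50%, luminescence cut by over half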;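 also: luciferase reports HSF-1 transcriptional activity via heat shock element; 0% = median of DMSO wells and -100% = zero luminescence signal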
GSK3beta inhib – human GSK3beta kinase inhibitors, primary screen, biochemical, cell-free homogeneous, HTS. GST-GSK3beta kinase, ADP-Glo luminescence, 60 min; stronger effect = lower value. 300,000 compounds, 0.038% hits. AID 2097, 2009. Glycogen synthase kinase-3 beta (Homo sapiens), P49841. activity score (negative = inhibition), % at 10 µM;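 active = more than half of replicate wells score below -50%, meaning over 50% inhibition versus plate controls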;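 also: 0% = median DMSO wells and -100% = median GW8510 positive control wells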
Target sequence (P49841 whole entry, looked up): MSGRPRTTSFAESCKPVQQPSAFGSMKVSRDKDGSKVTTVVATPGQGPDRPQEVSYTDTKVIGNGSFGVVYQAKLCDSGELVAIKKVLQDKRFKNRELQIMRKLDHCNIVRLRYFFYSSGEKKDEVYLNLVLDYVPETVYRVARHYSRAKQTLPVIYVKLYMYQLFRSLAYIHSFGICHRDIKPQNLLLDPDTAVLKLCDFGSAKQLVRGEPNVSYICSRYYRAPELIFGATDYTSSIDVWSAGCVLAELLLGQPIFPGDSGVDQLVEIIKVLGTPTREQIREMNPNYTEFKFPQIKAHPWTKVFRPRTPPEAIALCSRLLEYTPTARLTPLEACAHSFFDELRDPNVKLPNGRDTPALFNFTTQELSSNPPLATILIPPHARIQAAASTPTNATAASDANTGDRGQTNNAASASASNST
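Assay system: GST-tagged human GSK3beta kinase, cell-free; Input: 1.6 ng GSK3beta; Medium: Tris/MgCl2 kinase buffer; Timing: 60 min enzyme reaction, room temperature; Signal: ADP-Glo luminescence quantifying ADP generated by kinase; Evaluation: score relative to plate controls; Benchmarks: DMSO neutral wells and GW8510 at 20 µM as positive.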
HIF act – HIF pathway transcriptional activators, primary screen, cell-based, U2OS HRE-luciferase, luminescence; U2OS HRE-luciferase reporter; normalized: DMSO 0%, desferrioxamine 100%; activation, % at 7.5 µM (by protocol); 300,000 compounds, 0.32% hits; AID 1910, 2009;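 active = mean activation of at least 10% of the iron chelator positive control signal, with at least half of replicates also reaching 10%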
HSF1 activator – HSF-1 activators, primary screen, NIH3T3-HGL cells, MG132 stress, luminescence, single point. NIH3T3-HGL HSF-1 luciferase reporter, 8 h; 100% = twice DMSO control signal. AID 504408, 2011. activation, % at 9 µM. 300,000 compounds, 1.7% hits;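 active = mean replicate activation of at least 50% with a set share of replicates each reaching 50%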;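 also: 0% = median of the neutral control wells and 100% = twice that signal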
AI-2 QS modul – Vibrio harveyi AI-2 quorum sensing modulators, primary screen, JMH597 strain, luminescence/OD600 ratio; 300,000 compounds, 0.4% hits; activity change, % at 7.5 µM; AID 2094, 2009; Vibrio harveyi JMH597 AI-2 luminescence/OD600 ratio, 9 h; stronger effect = lower value; strain lacks LuxN and CqsS sensors; 0 = neutral-control median; in the data active = activity change below about -75%, passing the limit was not always enough;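 also: luminescence divided by OD600 gain over 9 h not by final OD600 alone; inactives centre near 13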
HSP90 refold inh – HSP90 inhibitors, primary screen, cell lysate, luminescence | Rabbit reticulocyte lysate, luciferase refolding luminescence, 3 h | inhibition, % at 5.6 µM | 290,000 compounds, 0.91% hits;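 active = inhibition above the screen-wide mean plus 3 SD, computed separately per campaign, cut at about 16% in these data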;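 also: 0% = DMSO wells and 100% = 60 µM geldanamycin wells; inhibitors lower the luminescence because luciferase stays unfolded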
IEC-6 cytotox – cytotoxicity in IEC-6 intestinal epithelial cells, primary screen, cytotoxicity control for KLF5 inhibitor project, cell-based, luminescence | IEC-6 cytotoxicity, luminescence viability | inhibition, % at 5 µM | 290,000 compounds, 0.78% hits; in the data active = inhibition above about 22%;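 also: 0% = plate median of test compound wells and 100% = cytotoxic reference compound wells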
KLF5 inh – KLF5 expression inhibitors, primary screen, DLD-1 cells, luminescence | DLD-1 KLF5 promoter-luciferase reporter | inhibition, % at 5 µM | 290,000 compounds, 0.23% hits;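 active = inhibition above a per-plate limit of that plate's mean compound inhibition plus 3 SD, cut at about 60% in these data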;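 also: 0% = DMSO wells and 100% = LY294002 at 200 µM; higher means less KLF5 promoter-driven luciferase light; inactives centre near -14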
aSyn 5UTR inh – MLPCN primary screen, SNCA 5' untranslated region; alpha-synuclein 5'UTR reporter, inhibitor activity; inhibition, % (tested at 7.5 µM); 300,000 compounds, 0.82% hits; AID 1813, 2009; in the data active = inhibition above about 60%;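 also: H4 neuroglioblastoma cells stably carrying SNCA 5'UTR luciferase fusion; 0% = DMSO wells and 100% = positive control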
Numbers without * were called inactive; · = no result given.

SMILES	GSK3A inh	HSF1 inh	GSK3beta inhib	HIF act	HSF1 activator	AI-2 QS modul	HSP90 refold inh	IEC-6 cytotox	KLF5 inh	aSyn 5UTR inh
COc1ccccc1CNC(=O)COc1ccc2c(c1)CCC2	-3	0	5	0.6	-3	-51	-1	-6	-19	2
C/C(=N\NC(=O)c1ccccc1F)c1ccc2c(c1)Nc1ccccc1S2	-5	4	-1	2.3	15	18	4	12	-68	-35
CCc1ccccc1N(CC(=O)NC1CCCCC1)C(=O)CCCC(=O)Nc1ccccn1	3	7	0	-0.3	18	5	-3	-3	-7	-1
Cc1ccc(SCc2nc3ccccc3[nH]2)cc1	-2	35	-1	0.9	90*	11	-3	2	-102	-128
CCOC(=O)C(NC(=O)c1ccccc1)=C(C)C	-2	0	4	0.2	-15	13	10	2	2	14
COc1cccc(NC(=O)CCC2CCN(C(=O)c3cccc(NC(C)=O)c3)CC2)c1	0	-5	-3	-0.3	-15	13	1	5	-11	3
Cc1cccc[n+]1C1C(c2ccc([N+](=O)[O-])cc2)C(C#N)=C(C(=C=[N-])C#N)NC1(O)C1CC1 (stereo unspecified)	10	1	3	-0.1	2	11	1	2	-14	-22
Cc1ccc2c(c1)N(C(=O)CCC(=O)NCC(C)c1ccccc1)CC(C)O2 (stereo unspecified)	-3	-3	1	-0.2	2	7	-1	-1	-13	16
Cc1ccccc1C(=O)Nc1ccccc1C(=O)NCC(C)C	-1	-4	-2	0.2	-14	18	3	4	11	11
Cc1ccc(NC(=S)N2CCCC2)cc1C	·	·	-7	·	·	30	-6	0	-45	·
O=C(NCc1ccccn1)c1ccc(NC(=O)c2ccco2)cc1	-4	-5	-1	0.0	6	12	0	-2	-5	-35
CC(O)CNCc1cccc2ccccc12 (stereo unspecified)	6	-4	-1	0.2	-2	15	-5	1	5	2
COCCNC(=O)c1ccc(CSCc2cccc(Cl)c2)o1	0	0	-1	0.4	7	7	-4	1	-17	8
Cc1scc(C(=O)NNC(=S)NCc2ccccc2)c1C	-2	-8	-3	0.0	10	27	8	-4	-41	-23
CN(c1ccc(OCC(=O)OCc2nnc(-c3ccccc3)o2)cc1)S(=O)(=O)c1ccc(Cl)cc1	0	-6	2	0.3	-26	21	·	·	·	-28
CCCCc1ccc(S(=O)(=O)N/N=C(/C)c2ccncc2)cc1	-6	-1	4	-0.1	0	31	-3	5	-43	-2
CCC(=O)Nc1cc(C(=O)OCC(=O)c2ccccc2Cl)ccc1C	-2	18	0	4.6	42	2	1	3	-75	-168
Cc1nc(-c2ccc3c(c2)OCCO3)cs1	-1	24	2	1.0	23	10	4	-2	-62	-122
O=C(Nc1cc(Cl)ccc1N1CCOCC1)c1ccc(N2CCCC2=O)cc1	-1	-1	5	-1.3	-5	9	·	·	·	-35
Cc1ccc(C(=O)NC(=S)NCCCN2CCOCC2)cc1	-1	9	0	0.9	14	13	2	-2	-16	-19
CC1CCN(C(=O)C2CCCN2S(=O)(=O)c2ccc(Cl)cc2)CC1 (stereo unspecified)	1	2	-3	-0.7	-7	9	4	7	-24	-1
CC(C)CC(=O)N1CCN(S(=O)(=O)c2ccccc2)CC1	-1	-4	0	0.0	5	7	0	6	18	-16
COc1ccc(C2/C(=C(\O)c3ccc4c(c3)OCCO4)C(=O)C(=O)N2CCCN(C)C)c(OC)c1 (stereo unspecified)	-2	4	3	-0.4	8	12	·	·	·	3
Nc1nonc1-n1nncc1-c1ccccc1	7	2	-1	0.2	6	8	1	4	-2	-8
Cc1ccnc(NS(=O)(=O)c2cc(C(F)(F)F)ccc2Cl)c1	-2	-6	-1	-0.9	2	31	10	2	-40	9
Cc1ccc(S(=O)(=O)N(C)c2ccc(C(=O)Nc3c(C)n(C)n(-c4ccccc4)c3=O)cc2)cc1	-1	1	2	0.2	19	23	-4	-3	3	12
COc1cccc2[nH]c3c(N4CCCC(C)C4)ncnc3c12 (stereo unspecified)	-1	6	2	0.9	8	-1	-5	1	-35	-143
CCC(C)(C)NC(=O)c1cc(S(=O)(=O)N2CCc3ccccc32)cn1C	-2	-4	1	0.1	2	17	1	2	2	2
CCn1c(SCC(=O)Nc2sc(C)c(C)c2C#N)nnc1C(C)C	-1	7	-3	-0.5	14	13	0	-1	-11	-12
Cc1cc(C(=O)N2CCCCCC2)cs1	-2	-2	1	0.1	2	13	0	1	-8	-9
Cc1nccc2[nH]c(=O)c(C(=O)NC(C)CCc3ccccc3)cc12 (stereo unspecified)	2	-2	2	0.2	16	-10	-2	6	-18	18
C/C(=N\NC(=O)c1c(Cl)c(C)nn1C)c1ccc(NC(=O)COc2ccc(Cl)cc2C)cc1	0	0	-1	-0.1	16	42	3	6	-17	0
Cc1ccc(NC(=O)c2oc3ccccc3c2NC(=O)c2ccc3c(c2)OCO3)cc1	-4	4	0	0.8	13	42	0	5	-6	-58
Cc1nnc(NCc2cccc(Cl)c2)c2ccccc12	0	2	-4	0.1	7	31	6	9	-30	-6
Cc1ccc(-n2c(SCC(=O)N3Cc4ccccc4CC3C(=O)O)nnc2-c2cccnc2)c(C)c1 (stereo unspecified)	-2	-7	4	0.3	3	7	-1	2	-35	9
Cc1ccc(NC(=O)/C=C\C(=O)O)c([N+](=O)[O-])c1	·	-4	0	0.0	-4	14	1	-1	7	-17
CC(C)(C)n1nnnc1C(c1ccncc1)N(Cc1ccccc1)Cc1ccco1 (stereo unspecified)	0	11	-1	-42	15	29	2	-5	-9	-2
O=C(NC(=S)Nc1nc(-c2ccc([N+](=O)[O-])cc2)cs1)c1ccco1	2	6	0	0.7	-2	19	-3	-4	-54	-61
CC1(C)Cc2c(sc3nc(-c4ccccc4Cl)n(N)c(=O)c23)CO1	-2	-8	0	-0.4	-14	9	2	-3	-15	2
CCC(C)c1ccc(NC(=O)NCc2cccnc2)cc1 (stereo unspecified)	0	6	-16	0.5	20	-51	-4	2	-11	-12
COc1cc2c(cc1OC)C(Cc1ccc(O)cc1)NCC2 (stereo unspecified)	-1	-26	2	1.1	-35	1	6	-7	13	-2
O=C(C1=C[C@H](c2ccc(C(F)(F)F)cc2)C[C@H](OCc2ccc(CO)cc2)O1)N1CCN(Cc2ccc3c(c2)OCO3)CC1	-2	16	4	0.0	17	19	8	6	5	32
COn1c(SCc2cccnc2)nc2ccccc2c1=O	·	8	4	-0.1	10	2	-1	-3	-15	22
CSc1nnc(-c2cc3c(-c4ccccc4)nn(C)c3s2)n1C	3	-14	0	0.0	-20	30	3	9	-1	0
COc1ccc(C2N=C(N)N=C(N)N2c2ccccc2OC)cc1OC (stereo unspecified)	2	3	0	-0.1	12	27	3	9	13	-25
CN(C)S(=O)(=O)c1cccc(C(=O)Nc2ccccc2N2CCCCC2)c1	-4	-1	0	-0.2	10	22	1	1	-9	12
O=C(CSc1nncs1)Nc1ccc2c(c1)OCO2	-2	0	-1	1.3	-8	24	1	-3	-34	-9
COc1ccc(Cl)cc1NC(=O)N1CCN(S(C)(=O)=O)CC1	-1	-5	5	-0.1	8	28	-2	5	-3	17
Cc1ccc2c(c1)N(C(=O)CCC(=O)NCCCN1CCOCC1)CCO2	0	-4	3	0.3	-1	21	-4	5	-2	-18
O=C(c1ccc(CS(=O)c2ccccc2Cl)o1)N1CCN(c2ccccn2)CC1 (stereo unspecified)	1	-3	·	3.2	-6	9	-4	56*	40	-4
CCOC(=O)C1=C(CP(=O)(c2ccccc2)c2ccccc2)NC(=O)NC1c1ccc(Cl)cc1 (stereo unspecified)	-2	8	2	-0.1	19	-6	7	-4	-3	-4
CC(C)(C)C1CCc2onc(C(=O)Nc3cccnc3)c2C1 (stereo unspecified)	·	2	-5	-0.4	-6	13	4	2	-21	27
CCN(CC)CCNC(=O)C(C)c1nn(CC)c(=O)c2ccccc12 (stereo unspecified)	-2	3	-3	0.4	1	21	-2	2	-29	9
CCCCN(CC)CCNC(=S)Nc1ccc2nc(N3CCN(C)CC3)cc(C)c2c1	1	-8	-1	-13	-6	-6	-1	2	-16	-37
CC(Oc1ccc(Cl)cc1Cl)C(=O)NNC(=O)c1cccnc1 (stereo unspecified)	-9	-2	3	-0.1	-14	26	-3	-1	-22	-7
CCOC(=O)/C(C(N)=NCC(C)C)=C(/O)c1ccccc1	1	-8	5	-1.0	0	17	-1	3	-22	-17

Compound activity (PubChem BioAssay)
